Assay outcomes: PubChem BioAssay, National Center for Advancing Translational Sciences (NCATS)
aGlu spleen mod = inhibits or activates alpha-glucosidase in human spleen homogenate; P10253; human spleen homogenate, 4-MU-alpha-glucoside fluorescence; Potency, µM (titrated, usually from 79.9 µM), inactives show at the highest dose activity change, negative = inhibition, hits mostly inhibitors; 240,000 compounds, 0.006% hits;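 note: 0% = enzyme with vehicle and -100% = no enzyme basal signal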
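Human spleen homogenate (1 ug) incubated with compounds and 1 mM 4-methylumbelliferyl-alpha-D-glucopyranoside in pH 5.0 citrate/phosphate buffer, 37 C, 40 min. Stopped at pH 10; 4-MU fluorescence (Ex 365/Em 440 nm); AC50 by Hill fit.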
HttQ103 aggreg = mutant huntingtin aggregation inhibition | PC12 HttQ103-GFP aggregates, Acumen cytometry, 40 h | Potency, µM (doses to about 46.1 µM), without a hit: top-dose activity change, negative = inhibition, usual class: inhibitors | 220,000 compounds, 1.1% hits | AID 1688; note: % is set by controls: 0 for no effect and ±100 for the full control effect; nearly all actives have a fitted effect of over 60% in size
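Using laser scanning cytometry, GFP-positive aggregates were counted after lysis of PC12 cells induced with 100 nM tebufenozide to express HTT exon 1 Q103–GFP. Compounds were tested in titration.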
GAA inh = alpha-glucosidase (human) inhibition; 200,000 compounds, 0.005% hits; purified human GAA, 4-MU-alpha-glucoside fluorescence; AID 1466; Potency, µM (series often up to 76.9 µM), for inactives: top-dose activity change, negative = inhibition, actives largely listed as inhibitors;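 note: plate controls were uninhibited enzyme wells for no effect and no-enzyme background for full effect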
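Human enzyme at 4 nM with 400 uM 4-methylumbelliferyl-alpha-D-pyranoside, citrate/phosphate buffer pH 5.0, 0.005% Tween-20, 20 min at room temperature. Compounds up to 77 uM. 4-MU fluorescence (Ex 365/Em 440) read after NaOH/glycine stop; AC50 from Hill fit.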
GAA glycogen mod = GAA glycogen-cleavage inhibition or activation; P10253; recombinant GAA, glycogen substrate, Amplex Red glucose oxidase fluorescence; Potency, µM (doses to about 76.4 µM), without a hit: at the highest dose activity change, negative = inhibition, usual class: inhibitors; 300,000 compounds, 0.38% hits; AID 2100;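 note: 0% = full enzyme reaction and -100% = no-enzyme basal signal; the screen sought inhibitors and activators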
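Recombinant human alpha-glucosidase (4 nM final) hydrolysed bovine liver glycogen (30 ug) for 40 min at 37 C in pH 5.0 citrate/phosphate with 0.01% Tween-20. Released glucose detected by glucose oxidase/Amplex Red, Ex 573/Em 610 nm. Compounds up to 77 uM; AC50 from Hill fits.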
IMPase Li inh = membrane-permeable IMPase blocker, potentiated with lithium; CHO-M1 cells, IP1 TR-FRET (IP-One), carbachol + lithium; Potency, µM (highest dose often 59.4 µM), for the others: at the highest dose activity, negative = IMPase inhibition, hits mostly inhibitors; 210,000 compounds, 0.35% hits; AID 1457;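 note: IP1 builds up when IMPase is blocked and the TR-FRET signal falls; plate controls were basal vehicle for no effect and high inhibitor control for full effect; nearly all actives have a fitted effect of over 50% in size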
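CHO-M1, 2000 cells/well, 16–30 h culture; cpd + low Li+, 30 min 37C; lysis with d2-IP1/Eu-anti-IP1 Ab, 10 min RT; TR-FRET 665/620 ratio and 620 channel; AC50 via Hill.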
RGS12 GoLoco inh = inhibitors of human Gai1-RGS12 GoLoco interaction (red fluorophore) | 230,000 compounds, 0.44% hits | Gai1:RGS12 GoLoco peptide FP, rhodamine, 10 min | Potency, µM (top dose mostly 61.6 µM), inactives show at the highest dose activity, negative = inhibition, actives largely listed as inhibitors | P63096 | AID 880; active = well fitted inhibition curve with a large enough effect, not every such curve was filed as active; inactive = no such curve, though single readings can be large or run the other way; note: % is set by controls: 0 for no effect and ±100 for the full control effect; nearly all actives have a fitted effect of over 30% in size; many of its hits are not listed in these tables
Target sequence (P63096 whole entry, looked up): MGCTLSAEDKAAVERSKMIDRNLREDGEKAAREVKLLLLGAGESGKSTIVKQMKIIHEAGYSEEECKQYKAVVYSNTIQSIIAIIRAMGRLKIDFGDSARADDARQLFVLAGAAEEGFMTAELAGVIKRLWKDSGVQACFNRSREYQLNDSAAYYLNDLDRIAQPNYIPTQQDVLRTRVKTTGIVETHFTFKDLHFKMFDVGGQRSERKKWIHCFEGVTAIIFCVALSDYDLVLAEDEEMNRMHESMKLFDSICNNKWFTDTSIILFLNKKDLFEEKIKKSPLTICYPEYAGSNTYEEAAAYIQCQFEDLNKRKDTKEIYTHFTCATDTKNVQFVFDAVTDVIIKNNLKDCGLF
HTT cytoprotect = protects HTT-Q103 PC12 cells, measured by ATP | PC12 HTT-Q103 induced, cytoprotection, ATP luminescence, 40 h | Potency, µM (titrated, usually from 56.4 µM), for inactives: cytoprotection (ATP increase), actives largely listed as activators | 230,000 compounds, 0.14% hits;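 note: % of control where 0% means no effect; nearly all actives have a fitted effect of over 45% in size; toxic huntingtin expression switched on by the ecdysone agonist tebufenozide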
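PC12 cells stably carrying ecdysone-inducible Htt exon 1 (Q103)–GFP were induced with 100 nM tebufenozide (final) alongside library compounds in a dose series. Cytoprotection was scored as retained ATP by ATPlite luminescence.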
An asterisk follows results filed as active; ? = inconclusive; · = not tested or not shown; [ ] = another dose, or the depositor's remark. Unless noted, calls come from the whole dose curve; as a rule, active = well fitted curve in the direction sought with a large enough effect; inconclusive = small, poorly fitted or top-dose-only effect, or another doubt; inactive = no such curve, though single readings can be large; an effect the other way counts as inactive or inconclusive. Potency is the fitted concentration of half-maximal effect.

SMILES | aGlu spleen mod | HttQ103 aggreg | GAA inh | GAA glycogen mod | IMPase Li inh | RGS12 GoLoco inh | HTT cytoprotect
Cc1cc(Br)cc(C)c1OCCCCN(C)C | -2% | -20% | 11% | 3% | 19%[38.3 µM] | -2% | 20%
COc1ccc(Br)cc1CN1CCN(C(=O)c2cccc(OC)c2OC)CC1 | -1% | 8% | -12% | 1% | 14%[38.3 µM] | -11% | 6%
CN1CCC(=NNC(=O)C(=O)Nc2ccccc2)CC1 | -1% | 18% | 5% | -18% | -5%[38.3 µM] | 5% | 8%
Cc1ccc(S(=O)(=O)n2c(=O)oc3ccccc32)cc1 | -3% | 2% | ? | ? | 17% | -3% | 8%
CCOC(=O)C(=O)N(Nc1ccc(C)cc1)c1ccc(C)cc1 | -1% | -17%[9.22 µM] | · | -16% | · | 9% | -4%[10 µM]
COC(=O)c1cc(NC(=O)CN2C(=O)CSC2=O)ccc1Cl | 3% | 8% | 10% | 2% | · | · | -5%[10 µM]
COc1ccc(S(=O)(=O)N2CCOCC2)cc1NC(=O)Cc1c(Cl)cccc1Cl | -3% | 14% | 1% | 1% | -4% | 11% | 3%[10 µM]
CC1=CC(C)(C)N(S(=O)(=O)c2ccc(C)cc2)c2cc(C)ccc21 | -4% | -9%[9.22 µM] | -19% | -18% | 9%[38.3 µM] | -1% | -82%[inhibitor]
Cc1ccc(S(=O)(=O)Cc2csc(N)n2)cc1 | -5% | 2% | 2% | 3% | · | · | -4%[10 µM]
COC(=O)[C@H](CCSC)NS(=O)(=O)c1ccccc1Br | 4% | 0%[9.22 µM] | · | -7% | · | 2% | 18%[10 µM]
Cc1ccc([N+](=O)[O-])c(-c2n[nH]c(=S)n2-c2cccc(Cl)c2)c1 | 8% | -5%[9.22 µM] | · | -29% | · | -3% | 4%[10 µM]
CC(C)(C)SCCNC(=O)CN(c1ccc(F)cc1)S(C)(=O)=O | 12% | -24% | 1% | -6% | 6%[38.3 µM] | -16% | -6%[10 µM]
CCOC(=O)C1CCN(C(=O)CN(c2ccc3c(c2)OCCO3)S(C)(=O)=O)CC1 | 2% | 11% | 6% | 3% | 34%[38.3 µM] | -4% | 18%
COC(=O)C1=C(C)NC(C)=C(C(=O)OC(C)C)[C@H]1c1cccc2nonc12 | 6%[29.1 µM] | 2%[20.6 µM] | · | · | -10% | 10%[21.6 µM] | -79%[inhibitor][17.1 µM]
O=[N+]([O-])c1ccc(/C=C2\CCC(C3=CCCC3)=C2N2CCOCC2)cc1 | -8% | ? | -4% | -4% | 5% | -9% | ·
O=C(NCc1ccc2c(c1)OCO2)C1CCN(Cc2cnn(-c3ccccc3)c2-n2cccc2)CC1 | -4% | 11% | -8% | 1% | -3%[38.3 µM] | 2% | -27%
CN1CCN(c2nc(-c3ccco3)cc(C(F)(F)F)n2)CC1 | -3% | -6% | -1% | 5% | 72%[activator][38.3 µM] | 2% | 2%
O=C1NCCCC1C(=O)N/N=C/c1ccccc1 (stereo not drawn) | 9% | 4% | -2% | 5% | 0% | -2% | 18%[10 µM]
CCn1c(-c2ccccc2Cl)nn(CC(=O)Nc2ccc(OC)cc2)c1=S | -3% | 2% | 5% | 6% | 3%[38.3 µM] | -1% | -28%
COc1ccc(-c2ccc(OC(=O)NC3CCS(=O)(=O)C3)cc2)cc1 (stereo not drawn) | 0% | 0%[9.22 µM] | -6% | -29% | · | -5% | 3%[10 µM]
COCCSc1nnc(NC(=O)c2cc(C(=O)OC)cc([N+](=O)[O-])c2)s1 | -20% | 8% | 4% | -3% | 2% | 10% | -1%
O=c1cc(Nc2ccc3c(c2)OCCO3)[nH]c(=O)n1C1CCCCC1 | -4% | -31% | -3% | 1% | 7% | 0% | -11%[10 µM]
O=C1c2nc3cc(-c4ccco4)[nH]n3c(=O)c2CN1Cc1ccccc1 | 2% | 18%[9.22 µM] | · | 5% | · | -15% | 9%[10 µM]
CN(C)S(=O)(=O)c1cccc(CSc2cccc[n+]2[O-])c1 | -12% | 5% | -3% | 1% | 4%[38.3 µM] | 1% | 9%
OCCNc1ncnc2nc[nH]c12 | · | · | · | · | 4% | -4%[14.2 µM] | 0%[10 µM]
COC(=O)Nc1ccc(S(=O)(=O)Nc2cnc3ccccc3n2)cc1 | -6% | 8% | 2% | 0% | -7% | 12% | -14%
O=C(CN1CCC(n2nnc3cc(F)ccc32)CC1)NC1CCCCC1 | 6% | 15% | 0% | -12% | 1%[38.3 µM] | -3% | 13%
CCOc1ccccc1C(=O)N1CCC(C(=O)c2ccc(F)cc2)CC1 | -7% | ? | -13% | 1% | 6% | -11% | 8%[1.9 µM]
CCOC(=O)C1CCN(C(=O)C2CCN(S(=O)(=O)c3c(C)noc3C)CC2)CC1 | -10% | -5% | -3% | -13% | 36%[activator][38.3 µM] | 0% | -4%
Cc1nnc(SCC(=O)Nc2ccc3c(c2)OCCO3)n1N | -4% | 26% | 4% | 4% | 5%[38.3 µM] | 1% | 7%
O=C(Nn1c(SCc2ccccc2F)nc2ccsc2c1=O)c1ccccc1 | -7% | 11% | 0% | 1% | 10% | -3% | 12%[10 µM]
COc1ccccc1NC(=O)c1ccc(NC(=O)COC(=O)C(C)C)cc1 | 3% | ? | ? | -6% | -3% | -26% | -21%[1.9 µM]
Cc1ccc(CNc2oc(-c3ccco3)nc2C#N)cc1 | -7% | -21% | -2% | ? | -1% | -8% | -6%
N#Cc1c(-c2ccc(F)cc2)c2c([nH]c1=O)-c1ccccc1OC2 | -13% | 11%[9.22 µM] | · | 5% | · | 6% | 7%[10 µM]
O=C(O)CCc1nc2cc(Cl)ccc2n(Cc2ccccc2)c1=O | -4% | 26% | 1% | 0% | 9% | 5% | 10%[10 µM]
CCOC(=O)N1CCN(C(=O)Cn2c(C)cc3ccccc3c2=O)CC1 | 1% | 2% | -2% | -4% | -1%[38.3 µM] | 9% | -7%
CN(Cc1ccccc1)C(=O)c1ccccc1-c1ccccc1 | 1% | -7% | -9% | -3% | 0% | 6% | -6%[10 µM]
CCOc1ccc2nc(SCC(=O)c3ccccc3)sc2c1 | -5% | -1%[9.22 µM] | -6% | 2% | 23%[38.3 µM] | 3% | -44%[inhibitor]
COc1ccc(CN=Cc2c(C(=O)O)[nH]c3ccccc23)cc1 | 6% | -13% | 4% | 6% | -5% | 3% | -10%
O=C(CCCc1ccccc1)NC1CCSC1=O (stereo not drawn) | 2% | 6% | 6% | 7% | 1%[38.3 µM] | 5% | 1%[10 µM]
Cn1c(=Nc2ccccc2)sc2ccccc21 | -17% | -4% | ? | -2% | 25%[38.3 µM] | 0% | 4%
Cc1cccc(N2CN=C3SCC(=O)N3C2)c1 | 5% | 0%[9.22 µM] | 4% | -1% | · | 3% | -6%[10 µM]
Cc1ccc(OCC(=O)Nc2cccc(S(=O)(=O)N3CCOCC3)c2)c([N+](=O)[O-])n1 | -7% | 17% | 0% | 9% | 2% | -1% | -10%[10 µM]
COCCCN1C(=O)C(=O)/C(=C(/O)c2ccc(OC(C)C)cc2)C1c1ccncc1 (stereo not drawn) | 4% | 9% | 1% | -5% | · | · | -2%[0.074 µM]
COC(=O)[C@@]1(Cc2ccc(OC)cc2)[C@H]2c3cc(C(=O)N4CCCC4)n(CCc4c[nH]c5ccc(OC)cc45)c3C[C@H]2CN1C(=O)c1ccccc1 | 8% | · | · | · | -2% | 3% | 8%
O=C(NNc1ccc(F)cc1)c1c(F)cccc1Cl | -4% | 11%[9.22 µM] | -10% | ? | · | 8% | 12%[10 µM]
CC(C)(C)C(=O)O/N=C1/C(=O)N(c2ccccc2)c2ccccc21 | -9% | 4% | 7% | 4% | 9%[38.3 µM] | 4% | 29%
CC1Cc2cccc3c(O)c(C(=O)c4nn[nH]n4)c(=O)n1c23 (stereo not drawn) | -4% | 4% | 0% | -3% | -4% | -9% | 11%[0.074 µM]
COc1ccccc1N1C(=O)C2C(c3ccc(F)cc3)NN(C(=O)c3ccc(C)cc3)C2C1=O (stereo not drawn) | 1% | -4% | -5% | -7% | -5% | 10% | -44%[inhibitor]
Nc1nc2ccccc2nc1N1CCCC1 | -9% | 5% | -1% | 2% | 7%[38.3 µM] | 2% | -16%
COc1ccc(CCNC(=O)c2nnn(CC(=O)Nc3ccccc3C)c2N)cc1OC | -10% | 1% | 4% | 0% | -7%[38.3 µM] | 2% | 0%
Cc1nc2ccc(S(=O)(=O)NC(C(=O)N3CCCCCC3)C(C)C)cc2s1 (stereo not drawn) | -1% | 0% | -4%[15.4 µM] | -7% | 5%[38.3 µM] | 7% | 4%
CC(=O)c1cccc(NC(=O)C2CC(=O)N(Cc3ccccc3)C2)c1 (stereo not drawn) | 2% | -9% | 5% | 10% | 51%[activator][38.3 µM] | 10% | 2%
O=C(N/N=C/c1ccc(N2CCOCC2)o1)c1cccc(C(F)(F)F)c1 | -14% | 10% | -3% | -18% | 34%[activator] | -32% | 8%[10 µM]
Cc1ccccc1N1C(=O)CC(Sc2nnc(-c3ccccc3)o2)C1=O (stereo not drawn) | 0% | 22µM* | -1% | 4% | 10µM* | -4% | -96%[inhibitor]
CCN(CC)CCCC(C)n1c(-c2ccccc2)nc2c(NCCO)nc(C)nc21 (stereo not drawn) | 1% | · | · | · | 0% | 1% | 26%
COc1cc(S(=O)(=O)NCC2COCCO2)ccc1-n1cnnn1 (stereo not drawn) | 5% | -3% | 0% | -5% | 25%[38.3 µM] | -5% | 1%[10 µM]
CC(C)C[C@@H](CC(=O)N[C@@H](CCCN)CC(=O)N[C@@H]1CCNC[C@H]1C(=O)N[C@H](CC(=O)N[C@@H](CCC(=O)O)CC(=O)O)Cc1ccccc1)NC(=O)[C@@H]1CCCC[C@H]1N | 1% | · | · | · | -11% | -7% | -4%

Not all compounds are listed (hit frequency here may not be typical).
